# LDHA block = qHTS assay for inhibitors of human lactate dehydrogenase | purified LDHA, NADH/diaphorase-resazurin fluorescence; stronger effect = lower value | activity change, % (values are at about 110 or 230 µM) | hit rate 0.15% among 480,000 | AID 1347041, 2019; in the data active means activity change below about -30%; inconclusive means mostly about -25% to -30%;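 further: plate controls were DMSO wells for no effect and wells without enzyme for full effect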
#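 LDH5 2 nM; NADH 0.06 mM, pyruvate 0.2 mM; 200 mM Tris pH 7.4, EDTA, Tween-20; 5 min RT. Detection: diaphorase 0.133 mg/mL + resazurin 37 µM, fluorescence ex540/em590 at 0 and 20 min; normalized to enzyme-free and DMSO wells.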
# Pol eta inh = qHTS for Inhibitors of Polymerase Eta; DNA polymerase eta (Homo sapiens), Q9Y253; recombinant Pol eta, fluorescent DNA replication assay; Potency, µM (doses to about 114 µM), for inactives: top-dose activity change, negative = inhibition, actives largely listed as inhibitors; hit rate 1.2% among 390,000; AID 588591, 2011; further: potency means the concentration at half of the fitted maximal effect; on the % scale 0 is the no-effect control and ±100 the full control effect
#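 Pol eta at 10 nM preincubated with compounds 15 min at room temperature; reaction started with fluorescent substrate (50 nM final) and read kinetically at 0 and 10 min.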
# POLB inh = qHTS Assay for Inhibitors of DNA Polymerase Beta; P06746; Pol beta primer extension/strand displacement, fluorescence kinetic; Potency, µM (highest dose often 114 µM), for the others: top-dose activity change, negative = inhibition, hits mostly inhibitors; hit rate 1.3% among 340,000; further: potency means the concentration at half of the fitted maximal effect; on the % scale 0 is the no-effect control and ±100 the full control effect
#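 Curves were derived by four-parameter Hill fits of normalized qHTS data. The kinetic fluorescent primer-extension read was taken at 0 and 10 min after 50 nM substrate, following a 15 min room-temperature preincubation of 10 nM enzyme with compounds.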
# BLM helicase inh = qHTS Assay for Inhibitors of Bloom's syndrome helicase (BLM); AID 2528, 2010; recombinant BLM DNA unwinding, fluorescence dequenching; Potency, µM (highest dose often 56.1 µM), for the others: at the highest dose activity change, negative = inhibition, actives largely listed as inhibitors; hit rate 0.2% among 350,000; RecQ-like DNA helicase BLM (Homo sapiens), P54132;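 further: potency means the concentration at half of the fitted maximal effect; plate controls were vehicle for no effect and no enzyme for full effect; nearly all actives have a fitted effect of over 35% in size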
# APE1 inh = qHTS Assay for Inhibitors of the Human Apurinic/apyrimidinic Endonuclease 1 (APE1) | recombinant APE1, TAMRA/BHQ-2 abasic DNA cleavage fluorescence | Potency, µM (doses to about 65.8 µM), for inactives: at the top dose activity change, negative = inhibition, actives largely listed as inhibitors | hit rate 0.35% among 350,000;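 further: potency means the concentration at half of the fitted maximal effect; plate controls were vehicle for no effect and reference inhibitor for full effect; nearly all actives have a fitted effect of over 55% in size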
#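 Substrate: short duplex with […] THF abasic site, 5'-TAMRA and 3'-BHQ-2, 50 nM final. APE1 at 0.75 nM, preincubated 15 min RT with compound. Fluorescence increase from first to third read measured activity.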
# GRP78 ERSR act = qHTS for Inducers of the Endoplasmic Reticulum Stress Response (ERSR) in Human Glioma: qHTS. U87-MG GRP78 promoter luciferase reporter, 16 h. hit rate 0.02% among 420,000. Potency, µM, inactives show at the top dose activation, hits mostly activators; further: potency means the concentration at half of the fitted maximal effect; series mostly up to about 76 µM; % of control where 0% means no effect; nearly all actives have a fitted effect of over 35% in size
#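 ERSR induction read as luciferase luminescence (Bright-Glo, 10 min at room temperature) in stably transfected human U87-MG glioma cells exposed to compounds for 16 h, using GRP78 as sensor.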
# Pol kappa inh = qHTS for Inhibitors of Polymerase Kappa | hit rate 0.53% among 400,000 | Potency, µM (series often up to 107 µM), without a hit: top-dose activity, negative = inhibition, most hits filed as inhibitors | purified Pol kappa, fluorescent DNA synthesis assay, 10 min | DNA polymerase kappa (Homo sapiens), Q9UBT6; further: potency means the concentration at half of the fitted maximal effect; on the % scale 0 is the no-effect control and ±100 the full control effect
# Target sequence (Q9UBT6 whole entry, looked up): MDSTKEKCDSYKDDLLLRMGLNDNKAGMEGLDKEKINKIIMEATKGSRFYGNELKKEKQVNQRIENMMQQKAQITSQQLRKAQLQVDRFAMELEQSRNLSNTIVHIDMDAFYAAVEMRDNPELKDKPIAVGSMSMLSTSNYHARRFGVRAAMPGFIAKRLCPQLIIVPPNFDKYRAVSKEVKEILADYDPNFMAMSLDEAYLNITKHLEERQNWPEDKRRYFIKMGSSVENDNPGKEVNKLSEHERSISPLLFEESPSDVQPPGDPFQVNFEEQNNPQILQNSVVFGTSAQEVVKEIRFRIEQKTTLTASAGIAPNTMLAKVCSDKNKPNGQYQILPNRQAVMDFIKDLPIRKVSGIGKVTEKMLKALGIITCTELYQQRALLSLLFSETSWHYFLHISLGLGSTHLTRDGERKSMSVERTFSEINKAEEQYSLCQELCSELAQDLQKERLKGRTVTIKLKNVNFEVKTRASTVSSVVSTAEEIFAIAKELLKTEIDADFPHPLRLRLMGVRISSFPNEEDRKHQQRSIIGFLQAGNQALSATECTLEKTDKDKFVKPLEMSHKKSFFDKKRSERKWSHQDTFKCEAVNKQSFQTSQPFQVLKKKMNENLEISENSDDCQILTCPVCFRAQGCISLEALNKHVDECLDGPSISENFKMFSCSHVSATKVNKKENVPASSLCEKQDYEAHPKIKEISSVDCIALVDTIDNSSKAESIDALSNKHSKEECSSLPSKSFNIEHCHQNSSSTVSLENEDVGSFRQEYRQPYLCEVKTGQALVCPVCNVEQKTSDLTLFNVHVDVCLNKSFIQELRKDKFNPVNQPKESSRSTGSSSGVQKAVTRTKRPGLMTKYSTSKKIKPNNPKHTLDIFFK
#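 Inhibition of 10 nM Pol kappa is measured by a fluorescent read-out at 0 and 10 min following addition of 50 nM substrate (final), with a 15-min room-temperature compound preincubation.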
# Anesthetic bind = qHTS Assay for Identification of Novel General Anesthetics | apoferritin/1-aminoanthracene competitive binding, fluorescence | hit rate 0.074% among 350,000 | Potency, µM (top dose mostly 77.5 µM), inactives show at the top dose activity change, negative = displacement, actives largely listed as inhibitors | Ferritin light chain (Equus caballus), P02791; further: potency means the concentration at half of the fitted maximal effect; on the % scale 0 is the no-effect control and ±100 the full control effect; nearly all actives have a fitted effect of over 20% in size
# Target sequence (P02791 2-175 limits assumed): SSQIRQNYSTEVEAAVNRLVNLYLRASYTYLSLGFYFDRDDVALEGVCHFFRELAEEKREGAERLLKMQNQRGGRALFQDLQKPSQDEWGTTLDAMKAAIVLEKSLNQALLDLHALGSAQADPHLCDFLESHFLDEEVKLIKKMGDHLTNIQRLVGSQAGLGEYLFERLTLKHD
#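 Horse-spleen apoferritin (10 uM) was mixed with 50% saturated 1-aminoanthracene in PBS, exposed to compounds for 10 min at room temperature, and read for fluorescence (ex 380 nm, em 535 nm). Competitive displacement was fitted with a four-parameter Hill equation.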
# Pol iota inh = qHTS for Inhibitors of Polymerase Iota; DNA polymerase iota (Homo sapiens), Q9UNA4; Pol iota fluorescent replication assay, 10 min; Potency, µM (titrated, usually from 115 µM), inactives show top-dose activity, negative = inhibition, hits mostly inhibitors; hit rate 1% among 390,000; further: potency means the concentration at half of the fitted maximal effect
#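 Fluorescent replication assay read twice, at 0 min and 10 min after adding 50 nM (final) substrate. Enzyme (10 nM) and compounds were first incubated 15 min at room temperature; enzyme-free buffer wells were negative controls.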
# An asterisk follows results filed as active; ? = inconclusive; · = not tested or not shown; & = joins results of further samples; [ ] = another dose, or the depositor's remark. Unless noted, the call rests on the fitted dose curve; in most records, active means well fitted curve in the direction sought with a large enough effect; inconclusive means small, poorly fitted or top-dose-only effect, or another doubt; inactive means no such curve, though single readings can be large; an effect the other way counts as inactive or inconclusive. Only part of the results is shown; count on the stated rates, not on these rows.
# Sequence of screens: Anesthetic bind, GRP78 ERSR act, POLB inh, LDHA block, APE1 inh, Pol iota inh, Pol kappa inh, Pol eta inh, BLM helicase inh
Cc1ccccc1OCC(=O)Nc1ccc2[nH]c(=O)sc2c1
→ -2%, 0%, -2%, 1, ·, 18%, 0%, -3%, -3%
CCN(C(=O)COC(=O)CC(C)c1ccccc1)c1c(N)n(Cc2ccccc2)c(=O)[nH]c1=O (stereo not given)
→ ·, -2%, ·, -10, -15%, 7%, -7%, -5%, ·
O=C(Nc1cccc(F)c1)N1CC2(CCN(S(=O)(=O)c3ccccc3)CC2)C1
→ ·, -2%, ·, ·, 21%, ·, -1%[60.1 µM], ·, -1%
CCOC(=O)c1c(-c2ccccc2)n(C)c2ccc(O)cc12
→ ?, -3%, 0%, 2, 4%, -7%, -10%, -23%, -7%
O=[N+]([O-])c1ccccc1S(=O)(=O)N1CCc2ccccc2C1
→ -2%, -3%, -15%, -7, 19%, -7%, -9%, -10%, -10%
N=C1c2ccccc2-c2ccccc21
→ ·, 3%, ·, 3, ·, 20%, 6%, -13%, ·
CCOc1ccc(Br)cc1S(=O)(=O)NCC(c1ccc(OC)cc1)N1CCOCC1 (stereo not given)
→ ·, -4%, ·, -2, ·, -24%, 2%, -10%, ·
CCN(CC)CCCN(C(=O)c1ccc(OC)cc1)c1nc(-c2ccc(OC)cc2)cs1
→ ?, 0%, 3%, -3, 3%, -8%, 0%, -22%, -10%
O=C(c1ccc(F)cc1)C1CCN(CCn2c(=S)[nH]c3ccccc3c2=O)CC1
→ ?, -7%, -4%, ·, ?, ·, -8%[19.4 µM], ·, -2%&3%
O=c1[nH]c2cc(Cl)ccc2n1-c1ccccc1
→ -8%, 0%, 26%, -7, -1%, 2%, 1%, 4%, 0%
COc1ccc(C(=O)NCc2ccc3c(c2)OCO3)cc1S(=O)(=O)NCc1ccc(Cl)cc1
→ -1%, -4%, 22%, -9, 5%, 120%[activator], -10%, -22%, -3%
O=S(=O)(O)c1cnccc1Nc1cccc(C(F)(F)F)c1
→ ·, -4%, ·, -11, ·, -1%[58.9 µM], -8%, -8%, ·
COc1cc([N+](=O)[O-])ccc1NC(=O)Nc1nc2c(s1)CCCC2
→ 0%, -2%, -2%, -9, -4%, 141%[activator], -3%, -8%, 1%
O=C(N/N=C/c1c[nH]c2ccccc12)c1cccs1
→ 4%, 6%, ?, -3&0, -6%, -7%, 3%, -19%, -7%
COc1cc2c(cc1OC)C(C)N(S(=O)(=O)c1cccs1)CC2 (stereo not given)
→ 2%, 0%, 23%, -12, 13%, -2%, 4%, -21%, -3%
CC(=O)C(=[N+]=[N-])C(=O)NCc1ccccc1
→ 0%, -2%, -3%, -4, -1%, 13%, 4%, -19%, 1%
Cc1ccc(OCC(=O)Nc2ccc(Cl)cc2)c(-n2nc3ccccc3n2)c1
→ -7%, -1%, 2%, -6, 11%, -3%, -3%[60.1 µM], 14%, -3%
COc1ccccc1CN1CCCC2(CCN(S(C)(=O)=O)CC2)C1
→ ·, -2%, ·, ·, -2%, ·, 2%[60.1 µM], ·, 3%
Cc1ccc(S(=O)(=O)NCC(=O)N(CC2CCCO2)C(C(=O)NCC2CCCO2)C(C)C)cc1 (stereo not given)
→ -9%, 0%, 39%, -2, 9%, 47%[activator], 8%, -22%, -3%
OCCNc1ccc(Cl)cc1
→ -20%, -3%, 0%, -2, 2%, 1%, -6%, -15%, 0%

# Full records as entered above. Screens in order: Anesthetic bind	GRP78 ERSR act	POLB inh	LDHA block	APE1 inh	Pol iota inh	Pol kappa inh	Pol eta inh	BLM helicase inh
# Entry for `COc1cc([N+](=O)[O-])ccc1NC(=O)Nc1nc2c(s1)CCCC2` → 0%	-2%	-2%	-9	-4%	141%[activator]	-3%	-8%	1%
# Entry for `COc1cc2c(cc1OC)C(C)N(S(=O)(=O)c1cccs1)CC2` (stereo not given) → 2%	0%	23%	-12	13%	-2%	4%	-21%	-3%
# Entry for `N=C1c2ccccc2-c2ccccc21` → ·	3%	·	3	·	20%	6%	-13%	·
# Entry for `Cc1ccccc1OCC(=O)Nc1ccc2[nH]c(=O)sc2c1` → -2%	0%	-2%	1	·	18%	0%	-3%	-3%
# Entry for `Cc1ccc(OCC(=O)Nc2ccc(Cl)cc2)c(-n2nc3ccccc3n2)c1` → -7%	-1%	2%	-6	11%	-3%	-3%[60.1 µM]	14%	-3%

# Two compounds from above, reduced to APE1 inh and Pol kappa inh:
compound	APE1 inh	Pol kappa inh
O=c1[nH]c2cc(Cl)ccc2n1-c1ccccc1	-1%	1%
CC(=O)C(=[N+]=[N-])C(=O)NCc1ccccc1	-1%	4%

# (more compounds)
# Sequence of screens: Anesthetic bind, GRP78 ERSR act, POLB inh, LDHA block, APE1 inh, Pol iota inh, Pol kappa inh, Pol eta inh, BLM helicase inh
O=C(Cc1ccccc1Cl)Nc1cc(S(=O)(=O)N2CCOCC2)ccc1N1CCOCC1
→ ·, 0%, ·, -7, 18%, 8%, -16%, -11%, ·
CC1CCN(S(=O)(=O)c2cccc(C(=O)NC3CCS(=O)(=O)C3)c2)CC1 (stereo not given)
→ 2%, -2%&-5%, 1%, -7&-1, ·, -8%, -3%[60.1 µM], 3%&-16%, 2%
COc1ccccc1C1C(C(C)=O)=C(O)C(=O)N1CCc1ccccc1 (stereo not given)
→ -11%, -6%, -2%, -3, -2%, 2%, -18%, 13%, -3%
CCC(C)(C)NC(=O)C(c1cccn1C)N(Cc1ccccc1)C(=O)Cn1nnc2ccccc21 (stereo not given)
→ -17%, -3%, -3%, -10, 8%, -3%, -13%, -10%, 0%
O=S1(=O)N=C(SCCO)c2ccccc21
→ -4%, -1%, 24%, -5, 1%, -10%, -6%, -1%, -1%
CC(=O)n1c2c(c3ccccc31)OC(N)=C(C#N)C2c1cccc(Cl)c1Cl (stereo not given)
→ -13%, 0%, ?, -11, 2%, ?, -12%, -8%, -1%
O=C(NCc1ccccc1OC(F)(F)F)C1CCC(=O)N(CCc2ccccn2)C1 (stereo not given)
→ ·, -5%, ·, -1, ·, 21%, 5%, -9%, ·
CCOc1ccc(NC(=O)C(C)n2c(=O)cc(C)c3c(C)nn(-c4ccccc4)c32)cc1 (stereo not given)
→ 4%, -3%, -7%, -9, ·, 15%, -5%, -17%, 2%
CCCCC/C=C\C/C=C\C/C=C\C=C\[C@@H](O)CCCC(=O)O
→ 4%, -4%, ·, ·, 0%&2%, ·, 3%[19.4 µM], ·, 1%
Cc1ccc(CCC(=O)Nc2ccc(C)c(C)c2)o1
→ -17%, 2%, 36%, 0, -8%, 15%, 4%, -19%, -3%
Brc1ccc(OCCCN2CCOCC2)cc1
→ -8%, 2%, -2%, -7, 8%, 10%, -7%, 2%, -5%
CCC(=O)N1CCCc2cc(S(=O)(=O)N3CCC(N4CCCCC4)CC3)ccc21
→ -8%, 4%, -4%, -7, 3%, -1%, -2%, -4%, 0%
O=C(c1cc(C2CC2)nn1-c1ccccc1)N1CCN(S(=O)(=O)c2cccc(F)c2)CC1
→ ·, -1%, ·, -6, 15%, -16%, -1%, -14%, ·
Cn1c(SCC(=O)NC(C)(C)C)nnc1-c1ccc(C(C)(C)C)cc1
→ -10%, -2%, 43%, -2, 24%, 15%, -5%, -9%, -3%
CCN1CCN(c2nc(-c3cccnc3)nc3ccccc23)CC1
→ -12%, 5%, -12%, -7&-6, 0%, ?, -10%[60.1 µM], -5%, 33%[activator]
Cc1ccc(-n2nnc3c(=O)n(Cc4cccc(C)c4)cnc32)cc1
→ -6%, 0%, 1%, 0, -1%, 8%, -8%, -8%, -4%
CN(Cc1ccccc1)c1nnc(N)s1
→ -12%, -2%, 10%, -2, -2%, 8%, 14%, -14%, 4%
Fc1ccc2[nH]c3c(N4CCN(C5CCCCC5)CC4)ncnc3c2c1
→ -6%, ·, 2%, ·, 1%, ·, ·, ·, 5%
COc1ccc(-c2nnc(-c3cccnc3)o2)cc1OC
→ -11%, 3%, 4%, 5, 0%, -9%, 6%, -3%, -5%
Cc1ccccc1-c1nc(CN2CCC(C(=O)NCC3CCCO3)CC2)c(C)o1 (stereo not given)
→ -8%, -3%, -11%, -10, -16%, 20%, -6%, 9%, -7%
O=C(CN(C(=O)Cn1nnc(-c2ccc(F)cc2)n1)c1ccc(F)c(Cl)c1)NCC1CCCO1 (stereo not given)
→ ?, -2%, 0%, -1, 9%, 30%[activator], -5%, -9%, -1%
CCOC(=O)/C(C#N)=C/Nc1cc(OC)ccc1OC
→ 226%[activator], -4%, 2%, 3, -1%, 11%, -3%, -22%, -3%
CCOc1ccc(CCNC(=O)C2CCCN(c3nnc(-n4cccc4)s3)C2)cc1OCC (stereo not given)
→ -11%, -7%, 22%, 11&-6, 4%, 4%, -8%, -10%, 0%
COc1ccc(NC(=O)CSc2oc(-c3ccc(F)cc3)nc2S(=O)(=O)c2ccc(C)cc2)c(OC)c1
→ -3%, 0%, ?, 10, ·, ?, -4%, ?, -21%
COc1ccc(S(=O)(=O)N2CCOC2CNC(=O)C(=O)NCc2ccco2)cc1 (stereo not given)
→ 7%, -4%, 8%, -4, 0%, -25%, -4%, -15%, -6%
Cn1c(=O)oc2cc(S(=O)(=O)NC3CCCc4ccccc43)ccc21 (stereo not given)
→ 2%, -2%, 43%, 1, -3%, -13%, 4%, -10%, 1%

# Source: PubChem
